# Screens: PubChem, several laboratories
# M. tuberculosis GlmU – inhibition of mycobacterial GlmU enzyme – biochemical, glucosamine-1-phosphate acetyltransferase (AID 1376); 220,000 tested, 0.25% active; inhibition, %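 (tested at 30 µM in the primary screen)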; hits with a dose series show IC50 in µM; M. tuberculosis GlmU acetyltransferase enzyme assay; higher % means a stronger effect; in the data active = inhibition above about 13%;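 also: 0% = complete reaction with vehicle and 100% = reaction without substrate; strong numbers were not always called active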
# Mtb RmlCD inh – M. tuberculosis RmlC/RmlD inhibition; P9WH09+P9WH11; RmlC+RmlD coupled enzyme assay, percent inhibition; primary screen in compound mixtures; inhibition, % at 3.6 µM; 160,000 tested, 0.03% active; AID 1533; in the data active = inhibition mostly above about 34%, no sharp cut-off; also: some results filed as inactive read as strong as hits
# Target sequence (P9WH09 whole entry, looked up): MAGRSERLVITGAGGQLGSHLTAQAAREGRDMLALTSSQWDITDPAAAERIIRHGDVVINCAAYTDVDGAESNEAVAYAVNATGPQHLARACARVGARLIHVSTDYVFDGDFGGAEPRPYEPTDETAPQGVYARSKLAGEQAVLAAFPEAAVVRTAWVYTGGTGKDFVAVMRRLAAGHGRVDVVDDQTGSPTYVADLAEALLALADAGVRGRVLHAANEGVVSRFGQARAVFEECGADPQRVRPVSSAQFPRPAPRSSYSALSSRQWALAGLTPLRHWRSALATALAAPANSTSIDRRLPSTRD
# Target sequence (P9WH11 whole entry, looked up): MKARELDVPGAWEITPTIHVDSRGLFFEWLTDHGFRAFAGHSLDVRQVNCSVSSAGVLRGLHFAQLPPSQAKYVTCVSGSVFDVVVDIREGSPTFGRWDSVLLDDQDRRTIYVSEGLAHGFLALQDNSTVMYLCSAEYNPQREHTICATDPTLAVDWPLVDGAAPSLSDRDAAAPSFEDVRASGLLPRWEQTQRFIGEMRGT
# Numbers without * were called inactive; · = no result given.
# The first two records, ahead of the listing:
Compound	M. tuberculosis GlmU	Mtb RmlCD inh
CCCc1cc(=O)[nH]c(SCC(=O)N(C)Cc2ccccc2)n1	2.9%	·
O=C(Nc1ccccc1)C1=C[C@@H](c2coc3ccccc3c2=O)C[C@@H](OCCCCO)O1	-5.9%	·

# All compounds of this part, previewed entries included:
Compound	M. tuberculosis GlmU	Mtb RmlCD inh
CCCc1cc(=O)[nH]c(SCC(=O)N(C)Cc2ccccc2)n1	2.9%	·
O=C(Nc1ccccc1)C1=C[C@@H](c2coc3ccccc3c2=O)C[C@@H](OCCCCO)O1	-5.9%	·
O=S(=O)(c1ccc(N2CCOCC2)nc1)N1CCOCC1	0.6%	2.5
Cc1cc2ccccc2nc1SCC(=O)Nc1nc(-c2ccccc2)cs1	1.7%	·
CCn1c(COc2ccccc2C)nnc1SCC(=O)Nc1ccc2c(c1)OCCO2	7.5%	·
COc1ccc(CC(=O)OCC(=O)NC(=O)NC(C)C)cc1	5.7%	·
CS(=O)(=O)c1[nH]nc(-c2ccccc2)c1C#N	3.4%	42.5
COc1ccc(/C=C(/NC(=O)c2ccccc2Cl)C(=O)O)cc1	-2.2%	18.0
c1ccc(COc2ccc(CN3CCN(c4ccccn4)CC3)cc2)cc1	-0.7%	16.7
O=C(NCCCN1CCOCC1)c1cc(-c2ccc3c(c2)OCO3)nc2ccccc12	-1.5%	·
COc1ccc(Cc2nnc(NC(=O)c3cccs3)s2)cc1OC	2.2%	-7.8
COc1ccccc1NS(=O)(=O)c1cc(C(=O)NCc2ccco2)ccc1C	6.7%	·
CCc1ccc(/C=N/NC(=O)c2ccccn2)cc1	0.5%	7.7
Cc1ccc(C)c(C(=O)CN2Cc3ccccc3C2=O)c1	0.5%	-13.7
CN(CCC#N)CC(=O)Nc1ccc(NC(=O)CN(C)CCC#N)cc1	3.0%	12.2
Cn1c(SCC(=O)NCc2ccco2)nnc1-c1ccc(S(=O)(=O)N2CCOCC2)cc1	-0.4%	·
Cc1ccc(Cc2cnc(N3C(=N)SC(C)C3=O)s2)cc1 (centres undefined)	0.9%	1.4
C[C@H]1[C@@H](OC(=O)CCC(=O)O)O[C@@H]2OC3(C)CC[C@H]4[C@H](C)CC[C@@H]1[C@@]24OO3	-1.7%	·
CC1(C)CC(=O)c2c(n(S(=O)(=O)c3ccccc3)c3ccc(NS(=O)(=O)c4ccccc4)cc23)C1	2.7%	-8.6
Cc1cc(C)c([N+](=O)[O-])cc1NC(=O)CCSc1ccccc1Cl	1.0%	16.6
O=C1N(c2cccc(Cl)c2)C(c2ccccc2)N2CCCN12 (centres undefined)	-7.2%	6.9
COc1cc(CCC(=O)Nc2ccc(Br)c(C(F)(F)F)c2)cc(OC)c1OC	0.6%	·
O=C(COc1ccccc1)Nc1nc(-c2ccc(S(=O)(=O)N3CCOCC3)cc2)cs1	-2.1%	·
COc1ccccc1NC(=S)N(Cc1ccc(C)cc1)Cc1cccnc1	-2.1%	5.4
Cc1ccccc1N(CC(=O)Nc1ccccc1C(=O)O)S(C)(=O)=O	4.4%	6.2
COc1ccccc1C(=O)Nc1cccc(N(C)S(C)(=O)=O)c1	-0.4%	·
O=C(CSc1nc(O)cc(=O)n1-c1ccccc1)N1CCCCC1	1.3%	-1.2
COc1ccc(CNC(=O)C(c2ccc(C)o2)N(C(=O)c2csnn2)c2ccc(C(C)C)cc2)cc1 (centres undefined)	1.8%	·
CC(C)c1nc(SCc2c(F)cccc2Cl)c2c(=O)n(C)c(=O)n(C)c2n1	2.1%	-1.4
COCCC(=O)N1CCc2c([nH]c3ccccc23)C1C(C)(C)C (centres undefined)	-2.6%	8.3
Cc1cc2c(c(=O)n1C)C(Cc1ccccc1)C(C#N)=C(N)O2 (centres undefined)	-0.2%	92.4
COc1ccccc1NC(=O)CN1CCC(c2nc3ccccc3[nH]2)CC1	3.4%	-16.5
CC(=O)N1N=C(c2cccc([N+](=O)[O-])c2)OC1c1cccc(Br)c1 (centres undefined)	0.0%	·
Cc1cc(C)c(NC(=O)COC(=O)c2cccc3c2C(=O)c2ccccc2C3=O)c(C)c1	3.2%	3.5
COC(=O)c1ccc(C)c(NS(=O)(=O)c2ccc3c(c2)OCCO3)c1	4.0%	1.8
CC1=C(C(=O)Nc2ccc(F)c(F)c2)C(c2cccs2)NC(=S)N1 (centres undefined)	6.8%	-7.4

# 5 compounds drawn at random from the list so far, as already listed:
Compound	M. tuberculosis GlmU	Mtb RmlCD inh
Cc1cc(C)c(NC(=O)COC(=O)c2cccc3c2C(=O)c2ccccc2C3=O)c(C)c1	3.2%	3.5
COc1ccc(CNC(=O)C(c2ccc(C)o2)N(C(=O)c2csnn2)c2ccc(C(C)C)cc2)cc1 (centres undefined)	1.8%	·
CC(C)c1nc(SCc2c(F)cccc2Cl)c2c(=O)n(C)c(=O)n(C)c2n1	2.1%	-1.4
Cc1cc2c(c(=O)n1C)C(Cc1ccccc1)C(C#N)=C(N)O2 (centres undefined)	-0.2%	92.4
COCCC(=O)N1CCc2c([nH]c3ccccc23)C1C(C)(C)C (centres undefined)	-2.6%	8.3

# Next part.
Compound	M. tuberculosis GlmU	Mtb RmlCD inh
CCOc1ccccc1/C=N/OCC(=O)NCc1ccc(F)cc1	-8.3%	19.0
CC[n+]1c(S(=O)(=O)[O-])ccc2ccc(C)cc21	2.1%	-11.2
COCCCNC(=O)c1ccccc1NS(C)(=O)=O	4.6%	10.3
O=C(COC(=O)c1ccc2c(c1Cl)C(=O)c1ccccc1C2=O)NC1CC1	-2.2%	·
CCOC(=O)c1c(C)[nH]c(C)c1C(=O)CSc1nc2ccccc2n1CCC#N	0.1%	2.6
Cc1cc(=O)oc2c(CN3CCCCC3)c(O)c(Cl)cc12	-2.8%	17.6
Cc1cccc(N2CCN(C(=O)c3cc4c(=O)n(C)c5ccccc5c4n3C)CC2)c1C	7.0%	17.8
CSc1nc(Oc2ccc3ccccc3c2)c2sccc2n1	-1.1%	-1.8
NNC(=O)c1cc(Cl)ccc1Cl	-4.6%	6.6
Cc1ccc(OCC(O)CN2C(=O)NC(C)(C)C2=O)cc1 (centres undefined)	-1.8%	·
CC(=O)c1ccn(S(=O)(=O)c2ccc(Cl)cc2)c1	0.9%	2.5
CC(=O)Oc1ccc2c(c1)c(C(C)=O)c(C)n2C	1.5%	6.0
O=C(/C=C\c1ccco1)Nc1nc(-c2ccc3ccccc3c2)cs1	1.8%	-8.4
Cc1cccc(N(Cc2cc(=O)[nH]c3ccccc23)C(=O)C(C)C)c1	-3.4%	1.3
CC1CCCCN1Cc1nc2c(c(=O)n(C)c(=O)n2C)n1Cc1c(F)cccc1Cl (centres undefined)	-1.3%	·
COc1ccc(-c2c3c(=O)n(C)c(=O)n(C)c3cn2Cc2ccccn2)cc1	0.8%	-6.5
Cc1ccc(Cn2ccc(NC(=O)c3cc4nc5c(c(C(F)(F)F)n4n3)CCc3ccccc3-5)n2)cc1	-4.5%	-2.5
COCCCn1c(=O)/c(=C\c2ccccc2OC(F)F)s/c1=C(/C#N)C(=O)NCCOC	2.9%	·
Cc1nc(SCC(=O)Nc2ccc(N3CCOCC3)cc2)nc(C)c1C	-3.8%	·
COCCNC(=O)C1CCCN(c2nn3c(=O)cc(C)nc3s2)C1 (centres undefined)	-1.4%	-6.1
CCN(C(=O)CN(C)Cc1cccc(Cl)c1Cl)c1c(N)n(Cc2ccccc2)c(=O)[nH]c1=O	1.7%	-10.0
CC(=O)c1ccc(O)c(CC=C(C)C)c1O	-4.1%	·
CCCCNC(=O)CC1N=C2c3ccccc3N=C(SCC(=O)Nc3ccccc3OC)N2C1=O (centres undefined)	-5.4%	·
Clc1ccc(-c2nc(-c3cc4cc(Cl)ccc4o3)cs2)cc1	-1.1%	·

# In a second layout: results already given.
# Value order: M. tuberculosis GlmU	Mtb RmlCD inh
O=C(/C=C\c1ccco1)Nc1nc(-c2ccc3ccccc3c2)cs1
 : 1.8%	-8.4
Cc1cccc(N(Cc2cc(=O)[nH]c3ccccc23)C(=O)C(C)C)c1
 : -3.4%	1.3
CC1CCCCN1Cc1nc2c(c(=O)n(C)c(=O)n2C)n1Cc1c(F)cccc1Cl (centres undefined)
 : -1.3%	·
COc1ccc(-c2c3c(=O)n(C)c(=O)n(C)c3cn2Cc2ccccn2)cc1
 : 0.8%	-6.5
Cc1ccc(Cn2ccc(NC(=O)c3cc4nc5c(c(C(F)(F)F)n4n3)CCc3ccccc3-5)n2)cc1
 : -4.5%	-2.5
COCCCn1c(=O)/c(=C\c2ccccc2OC(F)F)s/c1=C(/C#N)C(=O)NCCOC
 : 2.9%	·

# The list continues:
Compound	M. tuberculosis GlmU	Mtb RmlCD inh
COc1ccc(CCNC(=O)CCS(=O)(=O)c2ccc(Br)cc2)cc1OC	-4.1%	1.6
N#Cc1cc(C(=O)c2ccccc2OCC(=O)Nc2ccccc2Cl)cn(C2CCCCC2)c1=O	-6.5%	2.3
Fc1ccc(-n2c(CN3CCCCC3)n[nH]c2=S)cc1	9.8%	8.0
COc1ccc(C2C(C#N)=C(N)Oc3cc(C)[nH]c(=O)c32)c(OC)c1OC (centres undefined)	-2.9%	-4.9
O=C1/C(=C/c2cccs2)SC(=S)N1c1ccccc1	2.4%	·
COc1cccc(CNc2nc3ccc(C)cc3n3cnnc23)c1	2.6%	-8.3
Cn1cc(C=O)c2ccccc21	-3.2%	4.4
Cc1[nH]c2ccccc2c1C(=O)C(C)OC(=O)c1ccc([N+](=O)[O-])o1 (centres undefined)	-1.3%	4.1
Brc1[nH]nc2ccccc12	5.8%	7.3
O=C(NC1CCCCCC1)C1CCN(S(=O)(=O)c2cccc3cccnc23)CC1	0.1%	6.3
NC(=O)Nn1c(CCC(=O)O)ccc1-c1ccc(Br)cc1	-4.0%	-2.5
CC(C)c1ccc(OCc2nc(-c3ccccn3)no2)c(Br)c1	0.5%	·
O=C(Nc1ccc(-c2noc(-c3cccs3)n2)cc1)c1cccnc1	1.7%	4.7
Cc1noc(/C=C/c2ccco2)c1S(=O)(=O)N1CCC(C(=O)Nc2ccc(Cl)cn2)CC1	8.1%	-9.4
Cn1nnnc1SCC(=O)Nc1c(Cl)cccc1Cl	·	-46.5
COc1ccccc1CN(CC(=O)NCc1ccco1)C(=O)CNS(=O)(=O)c1ccc(C)cc1	-5.7%	·
O=[N+]([O-])c1cc(/C=N/N2CCCCC2)ccc1Cl	1.6%	-7.4
CCC(CC)C(=O)N(c1ccc(F)cc1)C1C=CS(=O)(=O)C1 (centres undefined)	-0.1%	-1.4
CC1CCCCN1C(=O)c1cc(Cl)ccc1[N+](=O)[O-] (centres undefined)	8.4%	1.7
Cc1ccc(-c2csc(=Nc3cccnc3)n2CCCN2CCCC2=O)cc1C	-3.8%	·
Cc1ccc(NC(=S)Nc2cc(C)on2)cc1	-4.7%	·
Nc1nnc(Cc2cccc(Br)c2)s1	-2.3%	-6.6
O=c1[nH]c(O)c(N=Nc2cc(C(F)(F)F)ccc2Cl)c(=O)[nH]1	1.7%	7.9
COc1ccc2ccccc2c1CNCCCN1CCOCC1	-8.4%	-2.5
Cn1c(=O)c2cc(S(=O)(=O)Nc3ccc4c(c3)OCO4)ccc2n(C)c1=O	-2.8%	-5.3
CCOC(=O)c1nc(SC)n(C)c1C(=O)OCC	2.3%	-8.9
COC(=O)c1sccc1-c1ccc(C(=O)Nc2cccc(Cl)c2)o1	-1.5%	8.6
COc1ccc(CC(=O)n2c(CC#N)nc3ccccc32)cc1OC	-3.4%	·
c1ccc(COc2ccc(OCCCN3CCCCC3)cc2)cc1	2.4%	-2.7
NS(=O)(=O)c1ccc(N/N=C/c2ccc3c(c2)OCO3)c([N+](=O)[O-])c1	1.1%	-8.2
Cn1c(Cn2c(=O)sc3ccccc32)nnc1SCc1ccccn1	4.7%	·
CSc1nnc(CNS(=O)(=O)c2ccc(Cl)cc2)n1C	2.3%	15.2
Cc1cc(N2CCN(C3CCCCC3)CC2)nc2cccc(O)c12	1.2%	-25.6
Cc1ccc(C)c(N2CCN(C(=O)CCCn3c(=S)[nH]c4cc5c(cc4c3=O)OCO5)CC2)c1	4.0%	-4.3
Cc1ncc([N+](=O)[O-])n1CCOC(=O)NC(NCc1cccnc1)C(Cl)(Cl)Cl (centres undefined)	1.1%	-6.2
CCOCCCNC(=S)N1CCN(CC)CC1	-2.6%	-11.2
C=COCCNC(=S)Nc1cccc(Cl)c1	-1.0%	-17.0
CCc1cc(C(=O)Nc2cc(S(=O)(=O)N(C)C)ccc2C)sc1C	-3.3%	2.5
Cc1cccc(N2CCN(C(=S)c3ccccc3)CC2)c1	-8.5%	·
O=C(c1cc2ccccc2c(=O)o1)N1CCCCCC1	4.0%	·
O=c1c2cc(NC(=S)NC3CCCCC3)ccc2nc2n1CCCCC2	2.3%	-9.1

# The list is partial. The share of hits here may be higher or lower than overall.
